# ST2 inh: blocks human ST2 binding to IL-33; AlphaLISA ST2-Fc/biotin-IL-33 interaction, 1 h; inhibition, % for hits at 17 µM; 78,000 tested, 2.3% active; in the data active = inhibition above about 30%; inconclusive = mostly about 10% to 28%
# Target sequence (Q01638 whole entry, looked up): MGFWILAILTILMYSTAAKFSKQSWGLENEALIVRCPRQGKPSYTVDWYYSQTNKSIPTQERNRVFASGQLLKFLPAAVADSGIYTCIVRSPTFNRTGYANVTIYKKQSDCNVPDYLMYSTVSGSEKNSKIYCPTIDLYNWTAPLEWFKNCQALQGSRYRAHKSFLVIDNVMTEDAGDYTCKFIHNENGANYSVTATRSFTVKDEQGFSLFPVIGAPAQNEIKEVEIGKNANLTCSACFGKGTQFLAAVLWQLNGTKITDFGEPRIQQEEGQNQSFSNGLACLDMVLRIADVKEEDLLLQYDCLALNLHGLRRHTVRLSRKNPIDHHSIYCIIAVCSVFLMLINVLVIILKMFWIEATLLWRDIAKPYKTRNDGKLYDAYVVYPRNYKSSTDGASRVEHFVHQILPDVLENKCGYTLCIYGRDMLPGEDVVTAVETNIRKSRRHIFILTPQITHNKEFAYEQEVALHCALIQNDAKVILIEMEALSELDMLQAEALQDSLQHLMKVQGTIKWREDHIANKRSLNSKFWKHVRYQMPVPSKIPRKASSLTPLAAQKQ
# * hit, by the source's call; i = inactive; ? = inconclusive. A portion of the library. The share of hits here may be higher or lower than overall.
entry	structure	ST2 inh
1	CCOc1ccccc1NS(=O)(=O)c1ccc2c(c1)CCC(=O)N2	i
2	Cc1cccc(-c2ncc(CN3CCCN(C(=O)C4CCCO4)CC3)cn2)c1 (centres undefined)	?
3	N#Cc1c(-c2ccccc2)cc(-c2cccs2)nc1SCC(=O)O	i
4	c1ccc(Oc2ccc(-n3cnnn3)cc2)cc1	i
5	Cc1cccc(Nc2ncnc3c2cnn3Cc2ccccc2)c1	i
6	CCN(CC)S(=O)(=O)c1ccc2c(c1)NC(=O)CS2	i
7	CC(=O)Nc1ccc(S(=O)(=O)N2CCN(C)CC2)cc1	i
8	Cc1cc(NC(=O)C2CCN(S(=O)(=O)c3cccs3)CC2)ccc1Br	i
9	N#CC1=C(N)SC(N)=C(C#N)C1c1ccccc1Cl	?
10	O=S(=O)(c1ccc2oc(-c3cccnc3)nc2c1)c1ccc2oc(-c3cccnc3)nc2c1	i
11	C=CCOC(=O)C1=C(C)N=C2SCCC(=O)N2C1c1ccc(C)cc1 (centres undefined)	?
12	COc1ccc(Oc2coc3cc(OCC(=O)OCCC(C)C)ccc3c2=O)cc1	i
13	COc1cccc(C2CC(c3ccccc3OC)n3ncnc3N2)c1 (centres undefined)	i
14	CC(C)c1nccn1CCCNC(=O)c1ccc(N2CCNC(=O)CC2)nc1	i
15	COc1cccc(COC2CN(Cc3ccccn3)C(=O)CN(C(=O)c3csc(C(C)C)n3)C2)c1 (centres undefined)	i
16	CC(C)c1ccc(C2N3CC4(C)CN2CC(C)(C3)C4O)cc1 (centres undefined)	i
17	O=C(c1ccc(-c2ccccc2)cc1)C1CCCN(C(=O)CCc2ccncc2)C1 (centres undefined)	i
18	COc1cccc(Cl)c1-c1csc(C(N)=O)c1	i
19	Cc1ccc(C)c(CN2CCCN(CC(=O)N3CCCC3)S2(=O)=O)c1	i
20	CCCOC(=O)C1=C(C)NC2=C(C(=O)C(C(=O)OC)C(C)C2)C1c1ccc(OCCC)cc1 (centres undefined)	i
21	Cc1ccccc1Cn1c(NCCc2ccccc2)nc2c1c(=O)n(C)c(=O)n2C	i
22	N[C@H](C(=O)O)[C@H](O)C(=O)O	?
23	CC(=O)C(C)n1c(CN2CC(C)OC(C)C2)nc2c1c(=O)[nH]c(=O)n2C (centres undefined)	i
24	Cc1csc2ncc(C(=O)Nc3ccc(Cl)cc3)c(=O)n12	i
25	CC1CC(=O)N(Cc2ccccc2)c2ccccc2S1 (centres undefined)	i
26	C=CCc1cc(C)ccc1OCCOCCN1CCN(C)CC1	i
27	COc1ccc(C(=O)Nc2ccnn2C2CCN(C(=O)C3=CCCC3)CC2)cc1	?
28	Cc1ccc(NC(=O)c2cc3c(=O)n4ccccc4nc3n2C)cc1	i
29	OC[C@H]1O[C@@H](OCCc2ccc(O)cc2)[C@H](O[C@@H]2OC[C@](O)(CO)[C@H]2O)[C@@H](O)[C@@H]1O	i
30	c1ccc(-c2cn3c4ccccc4nc3n2CCN2CCOCC2)cc1	i
31	CCN(CC)CCNS(=O)(=O)c1cc(Br)cc2c1N(C(C)=O)C(C)C2 (centres undefined)	i
32	CSc1cccc(NS(=O)(=O)c2cccc3nsnc23)c1	?
33	O=C(Cc1ccccc1)Nc1ccc(F)cc1	?
34	C[C@@H]1O[C@@H](OC[C@H]2O[C@@H](Oc3c(-c4ccc(O[C@@H]5O[C@H](CO)[C@@H](O)[C@H](O)[C@H]5O)cc4)oc4cc(O)cc(O)c4c3=O)[C@H](O)[C@@H](O)[C@@H]2O)[C@H](O)[C@H](O)[C@H]1O	i
35	O=C(CCC1CCCN(Cc2ccccc2OC(F)F)C1)N1CCOCC1 (centres undefined)	i
36	CN(Cc1nc(-c2ccncc2)no1)C(=O)C1(c2ccccc2F)CC1	i
37	CC(Cn1cccn1)C(=O)N1CCC(c2cc(C(C)C)n[nH]2)CC1 (centres undefined)	i
38	CC(=O)NCC1=CCCN(Cc2csc(-c3ccccc3)n2)C1	i
39	CN(Cc1ccco1)C(=O)c1nn(C)c2c1CC(NCc1nc(-c3ccccc3)cs1)CC2 (centres undefined)	?
40	O=C(c1cn(CCN2CCOCC2)nn1)N1CCC(c2nc3ccccc3o2)CC1	i
41	Cc1ccc(NC(=O)Nc2ccccc2)c(Br)c1	i
42	Cc1cccc(N(CC(=O)Nc2ccc3c(c2)OCO3)S(C)(=O)=O)c1	i
43	Cc1nc(C(C)C)sc1C(=O)NCCNS(C)(=O)=O	i
44	O=C(c1ccncc1)N1CCCC(C(F)(F)F)C1 (centres undefined)	i
45	Cc1cccc(NS(=O)(=O)c2cccc(C(=O)Nc3ccccc3C)c2)c1	i
46	COc1cc2c(cc1NC(C)=O)oc1ccccc12	?
47	COc1cc(NC(=O)CN2CCN(Cc3ccc(F)cc3)S2(=O)=O)cc(OC)c1	i
48	COc1cc(NC(=O)c2noc3c2CCCCC3)c(OC)cc1Cl	i
49	Cc1ccc(-n2ncc3c2CC(C)(C)CC3NC(=O)CCn2cnc3ccccc32)cc1 (centres undefined)	i
50	O=C(NCc1ccccn1)c1ccc2c(Cl)c3c(nc2c1)CCCC3	i
51	O=c1c(O[C@@H]2OC[C@H](O)[C@H](O)[C@H]2O)c(-c2ccc(O)c(O)c2)oc2cc(O)cc(O)c12	i
52	COc1cc(CN2CCN(c3cccc(C)c3C)CC2)cc(OC)c1OC	?
53	CC1CCN([C@@H]2[C@H](O)[C@H](CO)O[C@@H]2CNC(=O)c2cccs2)CC1	i
54	CC[C@@]12C[C@H]3C[C@@](O)(C1)C[C@](C(=O)NCc1cncn1CC(C)C)(C3)C2	i
55	COc1cc([N+](=O)[O-])ccc1NC(=O)COc1cc(C)c(Cl)c(C)c1	i
56	Cc1[nH]nc2c1C(c1cccc(OCc3ccccc3Cl)c1)C(C#N)=C(N)O2 (centres undefined)	i
57	Cc1c(Cl)cccc1NC(=O)CCC(=O)O	i
58	Cc1ccc(C)c(N2C(=O)CC(N3CCN(Cc4ccc5c(c4)OCO5)CC3)C2=O)c1 (centres undefined)	?
59	Cc1nc(C(N)=O)c2c(n1)n(-c1ccc(C)c(C)c1)c(=O)n2Cc1ccccc1	i
60	COc1ccc(C2=NN(CC(=O)NCC3CCCO3)C(=O)CC2)cc1 (centres undefined)	i

# An excerpt of these results, with each value named:
59. Cc1nc(C(N)=O)c2c(n1)n(-c1ccc(C)c(C)c1)c(=O)n2Cc1ccccc1
- ST2 inh: i
54. CC[C@@]12C[C@H]3C[C@@](O)(C1)C[C@](C(=O)NCc1cncn1CC(C)C)(C3)C2
- ST2 inh: i
56. Cc1[nH]nc2c1C(c1cccc(OCc3ccccc3Cl)c1)C(C#N)=C(N)O2 (centres undefined)
- ST2 inh: i

# Continuation:
entry	structure	ST2 inh
61	Cc1nn(-c2ccc(F)cc2)c(C)c1C(=O)N1[C@@H]2CC[C@H]1CNC(=O)C2	i
62	COc1cc2c(C(=O)Nc3cc(OC)c(OC)c(OC)c3)cn(CC(C)C)c(=O)c2cc1OC	i
63	COc1ccc(I)cc1S(=O)(=O)NCc1ccccn1	i
64	COc1cccc(CN2CCN(CCOCCO)CC2)c1OC	i
65	COc1ccc(CSc2nnc3nc(C)cc(C)n23)cc1	i
66	COc1ccc(S(=O)(=O)Nc2cccc([N+](=O)[O-])c2C)cc1	i
67	COc1ccc(CNC(=O)C2(S(=O)(=O)c3ccc(Cl)cc3)CC2)cc1	?
68	O=[N+]([O-])c1ccc(/C=C/S(=O)(=O)N2C=Cc3ccccc3C2c2c[nH]c3ccccc23)cc1 (centres undefined)	?
69	O=c1c2cnn(-c3ccc(Cl)cc3)c2ncn1Cc1ccc(Br)cc1	i
70	Cc1nc(CN(C)Cc2c(-c3ccccc3)nc3ccccn23)no1	?
71	O=C(CNCC1(c2ccc(F)cc2)CCOC1)Nc1cnccn1 (centres undefined)	?
72	CCC1=C(C)/C(=C\c2[nH]c(C)c(CC)c2C)N=C1C	78.0%*
73	O=C(Cc1cccs1)Nc1ccccc1NC(=O)Cc1cccs1	i
74	CCN(CC)CC(O)Cn1c(C)c(C)c2ccccc21 (centres undefined)	?
75	C=C[C@@](C)(O)CC/C=C(\C)C(=O)O[C@@H]1[C@@H]2O[C@]2(C)[C@H]2[C@H](O[C@@H]3O[C@H](CO)[C@@H](O)[C@H](O)[C@H]3O)OC=C[C@@]12O	i
76	CC(C)(C)NC(=O)CSc1nc2ccccc2s1	?
77	COC(=O)c1ccc(C(=O)Nc2sc3c(c2C#N)CCCCC3)cc1	i
78	O=C(O)[C@@H]1CCCN1C(=O)c1ccc(CSc2ncccn2)o1	i
79	COc1ccc(C(=O)N2CCC(n3nccc3NC(=O)C3CC3)CC2)c(OC)c1OC	i
80	OC(COCc1ccccc1)CN1CCOCC1 (centres undefined)	i
81	C=CC[C@@H]1CC=C[C@@H](C)N1C(=O)c1cnc2sc(C)c(C)n2c1=O	i
82	Cc1nsc(NC(=O)N2CCN(C3CCCC3)C(=O)C2)n1	?
83	CSc1nnc2c(n1)OC(c1cccnc1)N(C(C)=O)c1ccccc1-2 (centres undefined)	i
84	Cc1ccc(C(C)C)c(O[C@@H]2O[C@H](CO)[C@@H](O)[C@H](O)[C@H]2O)c1	i
85	COc1ccccc1S(=O)(=O)Cc1ccc(C(=O)NCC2CCCO2)o1 (centres undefined)	i
86	CCOc1ccc(C(=O)c2cc([N+](=O)[O-])ccc2N2CCOCC2)cc1	?
87	Cc1cc(C)c(NC(=O)CSC2=NN3CCCC(=O)N=C3S2)c(C)c1	i
88	CCN(CC)CCn1c2ccccc2n2nc(C)c(=O)nc12	i
89	CCOC(=O)c1[nH]c(C)c(C(=O)OCc2ccccc2)c1C	i
90	CCS(=O)(=O)N1CCN(c2nc(C)cc(N(C)C)n2)CC1	i
91	O=C(c1ccc2ncccc2c1)N1CCOc2ccc(CN3CCc4ccccc4C3)cc2C1	i
92	CC1Cc2cc(CNC(=O)c3ccc(=O)n(C)c3)ccc2O1 (centres undefined)	?
93	O=C(CC1(O)C(=O)N(Cc2ccccc2Cl)c2ccccc21)c1ccc(F)cc1 (centres undefined)	i
94	CCCNC(=O)c1nc2ncc(Br)cn2n1	i
95	CCCc1cc(C(=O)N2CC(c3ccncc3)C2)ccn1	i
96	CCOc1ccc(S(=O)(=O)NCc2ccc(Cl)cc2)c2cccnc12	i
97	O=C(Cc1c(C(=O)O)[nH]c2ccc(Cl)cc12)NCc1cccs1	i
98	COc1ccccc1-c1cc(C(F)(F)F)nc(NC2CCCC2)n1	i
99	CCN(CC)C(=O)Cn1cnc2sc(C(=O)NCc3ccco3)c(C)c2c1=O	i
100	COCc1nc(NC(C)c2c(C)n[nH]c2C)c2cnn(C)c2n1 (centres undefined)	?
101	O=C(Oc1ccc(Br)cc1)c1cc2ccccc2o1	i
102	O=C(COc1ccc(/C=C2\NC(=O)N(Cc3ccc(Cl)cc3)C2=O)cc1)Nc1ccc(F)cc1	i
103	CC(C)Cc1ccc(S(=O)(=O)NCc2nc3cccnc3n2Cc2ccccc2)cc1	i
104	O=S(=O)(c1ccc([C@@H]2Nc3ccc(Br)cc3[C@@H]3C=CC[C@@H]32)cc1)N1CCOCC1	i
105	COc1cccc(-c2ccc(C(=O)c3ncc[nH]3)cc2)c1OC	?
106	Cc1cccc(C(=O)Nc2ccc(S(=O)(=O)N3CCCCC3C)cc2)c1 (centres undefined)	i
107	O=C(O)c1ccccc1NCc1ccncc1	i
108	C=CCC(=O)N1CCOC(Cc2ccccc2)C1 (centres undefined)	i
109	O=C1NCC(=O)N2C[C@H](NC(=O)C3(c4ccc(Cl)cc4)CCC3)C[C@@H]12	i
110	O=[N+]([O-])c1ccc(N2CCN(Cc3ccccc3)CC2)c(S(=O)(=O)N2CCCC2)c1	?
111	CCCNc1nc(Cl)nc(NCc2cccnc2)n1	?
112	CN(C)CCn1c(SCC(N)=O)nc2c(sc3ccccc32)c1=O	i
113	Cc1c(C(=O)NC(=O)Nc2ccccc2C(F)(F)F)c(Cl)nc(Cl)c1[N+](=O)[O-]	i
114	O=C(O)c1cccc(N=Cc2cc(Br)cc(Cl)c2O)c1	?
115	O=C(O)c1ccc(NC(=O)C2CCCCC2)cc1	i
116	CC(C)(C)NS(=O)(=O)c1cccc([N+](=O)[O-])c1	i
117	Cc1cc(Br)c(O)c(C=NCCNC(=O)c2nonc2N)c1	?
118	Cc1ccc(N(Cc2ccc(C(=O)Nc3cccc(F)c3)cc2)S(C)(=O)=O)cc1C	i
119	CC1(C)CC(=O)c2cc(OCC(=O)NC3CCCC3)ccc2O1	i
120	COc1cc2c(cc1OC)CN(Cc1cc(OC)c(OC)cc1[N+](=O)[O-])CC2	i

# Ordered by number of heavy atoms (falling): some entries from above.
entry	structure	ST2 inh
118	Cc1ccc(N(Cc2ccc(C(=O)Nc3cccc(F)c3)cc2)S(C)(=O)=O)cc1C	i
109	O=C1NCC(=O)N2C[C@H](NC(=O)C3(c4ccc(Cl)cc4)CCC3)C[C@@H]12	i
115	O=C(O)c1ccc(NC(=O)C2CCCCC2)cc1	i
116	CC(C)(C)NS(=O)(=O)c1cccc([N+](=O)[O-])c1	i

# Next section:
entry	structure	ST2 inh
121	Cc1ccc(-c2noc([C@@H]3C[C@@H](O)CN3Cc3cccc(C#N)c3)n2)cc1F	i
122	COc1cccc(C2Sc3ccccc3NC3=C2C(=O)c2ccccc23)c1 (centres undefined)	?
123	O=C(Nc1ccc2oc(-c3ccccc3)nc2c1)c1cccc([N+](=O)[O-])c1	i
124	COc1ccc(Cl)cc1NC(=O)CSc1n[nH]c(C)c1[N+](=O)[O-]	i
125	Cc1cc(C)c(NS(=O)(=O)Cc2ccccc2)c(C)c1	i
126	COc1ccc(C(=O)N2C[C@@H](O)[C@H](NCCCc3ccccc3)C2)cc1	?
127	Cc1cc(I)ccc1NC(=O)Cn1c([N+](=O)[O-])cnc1C	i
128	CC1=C(C(=O)Nc2cccnc2)C(c2ccccn2)n2nc(SCc3ccccc3)nc2N1 (centres undefined)	?
129	COc1ccc(-c2nnn(CC(=O)Nc3ccc(OC(F)(F)F)cc3)n2)cc1	?
130	CCn1c(-c2ccc(S(=O)(=O)N3CCCCC3)cc2)csc1=Nc1ccccc1OC	61.0%*
131	COc1ccccc1C(=O)Nc1cccc(-c2nc3cc(C)ccc3o2)c1	i

# Screening data: PubChem, IUPUI and University of Michigan
